# Screening results as filed in PubChem.
# DUSP3 inh: blocks human VHR1 dual specificity phosphatase | P51452 | recombinant VHR phosphatase, pNPP absorbance | inhibition, % at 13.3 µM | actives 0.52% (n = 290,000) | AID 1654; in the data active = inhibition above about 50%; also: some compounds called inactive have numbers as strong as hits
# Rv3671c protease: inhibitors of M. tuberculosis serine protease Rv3671c | inhibition, % at 5.96 µM | actives 0.048% (n = 320,000) | AID 2606; in the data active = inhibition above about 38%;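 also: extracellular domain of Rv3671c used as enzyme; 0% = enzyme with DMSO and 100% = no enzyme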
# Anthrax LF inh2: inhibitors of Bacillus anthracis lethal factor protease | P15917 | multiplex microsphere protease cleavage assay, LF | inhibition, % at 10 µM | actives 0.12% (n = 360,000) | AID 588501; in the data active = inhibition above about 30%; inconclusive = no clear call, values can overlap the other calls; also: plate controls were buffer without enzyme for full effect and enzyme alone for no effect
# SARS 3CLpro inh: SARS-CoV 3CLpro protease inhibition | P0C6X7 | recombinant SARS-CoV 3CLpro, quenched FRET peptide cleavage | inhibition, % at 6 µM | actives 0.14% (n = 290,000) | AID 1706; in the data active = inhibition above about 12%
# PfHsp40 yeast: rescue of PfHsp40-mediated yeast toxicity | S. cerevisiae expressing PfHsp40, growth rescue, ATP luminescence | growth rescue, % at 12.5 µM | AID 504582 | actives 0.68% (n = 340,000); in the data active = growth rescue above about 28%, passing the limit was not always enough; inconclusive = no clear call, values can overlap the other calls;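 also: yeast W303a lacking pdr1 and pdr3 grown in galactose medium; growth measured after three days at 30 °C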
# MazF activator: MazEF (E. coli) toxin RNase activation | actives 0.32% (n = 350,000) | AID 504720 | activation, % at 20 µM | FAM/BHQ RNA-DNA oligo cleavage fluorescence, 5 h | P0AE70; in the data active = activation above about 50%
# TcdB inh: TcdB glycohydrolase inhibition; inhibition, % at 9.99 µM; P18177; TcdB glycohydrolase enzymatic assay, plate reader; actives 0.24% (n = 350,000); AID 652162; in the data active = inhibition above about 10%
# Target sequence (P18177 whole entry, looked up): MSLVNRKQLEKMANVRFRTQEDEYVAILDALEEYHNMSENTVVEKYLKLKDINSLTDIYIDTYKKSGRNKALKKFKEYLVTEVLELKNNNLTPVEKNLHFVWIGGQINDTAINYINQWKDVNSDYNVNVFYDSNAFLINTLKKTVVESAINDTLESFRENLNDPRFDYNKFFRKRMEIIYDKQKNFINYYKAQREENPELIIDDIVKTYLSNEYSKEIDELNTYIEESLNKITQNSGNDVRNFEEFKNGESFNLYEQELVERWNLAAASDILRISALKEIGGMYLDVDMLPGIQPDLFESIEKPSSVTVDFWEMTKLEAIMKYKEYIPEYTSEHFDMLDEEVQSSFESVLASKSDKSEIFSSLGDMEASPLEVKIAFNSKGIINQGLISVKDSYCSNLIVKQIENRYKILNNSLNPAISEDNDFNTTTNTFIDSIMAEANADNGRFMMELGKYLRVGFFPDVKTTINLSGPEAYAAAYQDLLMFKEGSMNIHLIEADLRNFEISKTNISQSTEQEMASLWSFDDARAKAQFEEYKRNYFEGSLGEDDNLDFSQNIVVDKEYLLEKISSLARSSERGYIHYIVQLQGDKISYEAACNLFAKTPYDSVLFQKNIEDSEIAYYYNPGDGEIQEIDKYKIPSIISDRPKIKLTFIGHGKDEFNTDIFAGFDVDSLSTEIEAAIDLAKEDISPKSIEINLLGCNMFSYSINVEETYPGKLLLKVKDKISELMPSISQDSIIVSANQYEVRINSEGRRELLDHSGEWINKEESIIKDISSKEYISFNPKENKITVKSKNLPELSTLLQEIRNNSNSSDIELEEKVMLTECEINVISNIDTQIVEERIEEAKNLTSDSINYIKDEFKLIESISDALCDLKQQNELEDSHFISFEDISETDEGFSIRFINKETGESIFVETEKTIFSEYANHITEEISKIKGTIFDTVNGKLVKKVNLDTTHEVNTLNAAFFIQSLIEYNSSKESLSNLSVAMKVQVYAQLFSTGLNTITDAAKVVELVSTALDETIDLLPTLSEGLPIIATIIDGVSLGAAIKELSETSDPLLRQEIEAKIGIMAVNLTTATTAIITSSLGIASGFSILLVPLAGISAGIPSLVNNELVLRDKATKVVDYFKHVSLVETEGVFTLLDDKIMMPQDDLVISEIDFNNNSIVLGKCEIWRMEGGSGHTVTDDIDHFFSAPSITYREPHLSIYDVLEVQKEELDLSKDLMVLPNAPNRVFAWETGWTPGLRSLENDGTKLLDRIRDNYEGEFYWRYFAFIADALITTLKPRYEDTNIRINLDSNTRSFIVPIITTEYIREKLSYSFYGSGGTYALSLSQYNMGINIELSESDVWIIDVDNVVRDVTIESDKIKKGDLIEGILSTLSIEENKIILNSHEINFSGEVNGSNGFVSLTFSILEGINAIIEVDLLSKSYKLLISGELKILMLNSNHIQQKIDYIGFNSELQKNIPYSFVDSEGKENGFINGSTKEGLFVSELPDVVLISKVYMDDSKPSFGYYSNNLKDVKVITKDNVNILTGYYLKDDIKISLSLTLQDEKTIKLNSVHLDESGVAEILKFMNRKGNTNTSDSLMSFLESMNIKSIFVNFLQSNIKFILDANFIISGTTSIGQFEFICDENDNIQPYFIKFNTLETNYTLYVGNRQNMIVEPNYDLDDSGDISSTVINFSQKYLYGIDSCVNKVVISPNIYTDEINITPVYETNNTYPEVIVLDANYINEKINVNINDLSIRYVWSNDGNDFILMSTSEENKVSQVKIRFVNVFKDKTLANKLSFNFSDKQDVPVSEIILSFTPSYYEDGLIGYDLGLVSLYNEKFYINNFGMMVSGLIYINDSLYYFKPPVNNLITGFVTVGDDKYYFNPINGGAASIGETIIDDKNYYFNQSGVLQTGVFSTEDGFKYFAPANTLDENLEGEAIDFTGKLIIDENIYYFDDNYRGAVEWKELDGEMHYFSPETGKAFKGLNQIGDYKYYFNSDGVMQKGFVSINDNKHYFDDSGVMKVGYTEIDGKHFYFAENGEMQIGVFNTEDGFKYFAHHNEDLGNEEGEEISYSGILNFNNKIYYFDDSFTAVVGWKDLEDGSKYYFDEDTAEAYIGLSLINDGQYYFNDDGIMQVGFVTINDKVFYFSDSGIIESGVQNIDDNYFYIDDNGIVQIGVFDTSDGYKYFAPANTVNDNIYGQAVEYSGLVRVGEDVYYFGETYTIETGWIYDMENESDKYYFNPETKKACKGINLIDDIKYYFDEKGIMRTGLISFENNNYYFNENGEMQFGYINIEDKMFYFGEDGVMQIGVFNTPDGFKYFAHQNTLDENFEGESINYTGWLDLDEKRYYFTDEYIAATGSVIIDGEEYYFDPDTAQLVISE
# BH1578 lux ind: induces V. cholerae light production without autoinducers. V. cholerae BH1578 lux reporter, luminescence, 6 h. activation, % at 18.7 µM. actives 0.16% (n = 350,000); in the data active = activation mostly above about 9.7%, no sharp cut-off; inconclusive = no clear call, values can overlap the other calls; inactive = mostly below about 3.7%; also: not every result past the cut was called active; inactives centre near 0; reference of the scale not given here
# Y pestis TopoI: blocks Yersinia pestis topoisomerase I activity; activity, % at 10 µM; actives 0.064% (n = 360,000); Y. pestis Topo-I cleavage product accumulation, plate reader; in the data active = activity above about 50%, passing the limit was not always enough; inconclusive = no clear call, values can overlap the other calls; also: inactives centre near 2
# PriA SSB inh: inhibitors of Klebsiella pneumoniae PriA binding to SSB C-terminal tail | AlphaScreen SSBct-PriA binding, biotinylated peptide | AID 1272365 | actives 0.6% (n = 430,000) | inhibition, % at 33 µM; in the data active = inhibition mostly above about 37%, no sharp cut-off; inactive = mostly below about 20%;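 also: plate controls were negative control peptide for no effect and reference peptide for full effect; strong numbers were not always called active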
# An asterisk follows results filed as active; i = inactive; ? = inconclusive; . = not tested or not shown.
SMILES,DUSP3 inh,Rv3671c protease,Anthrax LF inh2,SARS 3CLpro inh,PfHsp40 yeast,MazF activator,TcdB inh,BH1578 lux ind,Y pestis TopoI,PriA SSB inh
Cc1ccc(S(=O)(=O)NC2=NCN(Cc3cccnc3)CN2)cc1,-7,1,-7,3,0.5,-7,-2.3,i,3,-18
CC(=O)Nc1ccc(NC(=O)Cc2ccc(-c3ccccc3)cc2)cc1,26,-6,-18,0,0.7,-2,0.7,0.7,-6,-12
CCC1CCCCN1C(=S)NC(=O)c1ccc(F)c(S(=O)(=O)N2CCOCC2)c1 (stereo not drawn),17,-2,-6,6,0.0,7,.,-0.3,1,-16
Cc1ccc(C(=O)OC/C(O)=C(\C#N)c2nc3ccccc3[nH]2)cc1S(=O)(=O)N1CCOCC1,17,-2,0,2,0.2,-5,.,-0.2,15,-2
Clc1ccccc1CSC1=NCCCN1,15,3,2,4,0.0,5,.,-1.6,-1,-5
Cc1nc2ccccn2c(=O)c1NC(=O)c1ccco1,.,.,-6,.,.,-4,-0.6,-0.7,-2,.
CCOc1ccc(NC(=O)COc2ccc(C(=O)NC3CCCc4ccccc43)cc2OC)cc1 (stereo not drawn),12,3,3,-3,-1.8,4,2.1,0.3,1,-11
CCOc1ccc(S(=O)(=O)N2CCN(S(=O)(=O)c3ccc(C)c(C)c3)CC2)cc1,-16,.,-7,0,-0.7,-12,1.2,i,-1,-9
O=C(COC(=O)c1ccccc1Nc1ccccc1F)c1ccccc1,-4,-1,-9,-2,-0.2,-8,0.6,-2.5,3,-5
CCCCOC(=O)c1ccc(NC(=O)/C=C/c2cccs2)cc1,18,-110,8,4,22,-29,.,i,-3,-15
Cc1noc(C)c1C(=O)Nc1nc2ccc(Cl)cc2s1,5,-4,-3,2,4.5,3,0.7,i,9,-8
Cc1cc(C)n2nc(SCC(=O)NC3CCCC(C)C3C)nc2n1 (stereo not drawn),-4,0,-2,5,0.6,-2,1.3,-2.6,1,-5
COc1ccc(C(=O)C2CCCN(Cc3cnc(N4CCCC4)s3)C2)cc1OC (stereo not drawn),9,0,-1,1,-0.8,4,0.4,-0.2,2,-1
CC(=O)C1=C(O)C(=O)N(c2ccc(S(N)(=O)=O)cc2)C1c1ccccc1F (stereo not drawn),-10,8,-1,0,0.5,-1,.,-0.3,-7,-19
CC1(C)Cc2cccc(OCC(=O)N3CCN(c4ccc(F)cc4)CC3)c2O1,.,0,-4,.,?,-4,-0.5,i,25,-7
Cc1cc(N2CCN(C)CC2)nc2ccc(NC(=O)CCC(=O)N3CCN(c4ccc([N+](=O)[O-])cc4)CC3)cc12,12,-6,0,-5,0.2,29,2.0,-0.1,-2,-9
Cc1oc(-c2ccccc2)nc1CS(=O)CC(=O)NC1CCCCCC1 (stereo not drawn),2,4,4,6,0.8,4,-4.5,-0.3,9,0
O=C(C[n+]1ccccc1)Nc1ccc(Oc2ccccc2)cc1,8,-3,1,-2,1.0,-13,-0.5,-0.2,-14,-10
Cc1cc(C(=O)NN=C(CCC(=O)O)c2cccs2)c(C)o1,.,11,.,.,-1.6,0,0.5,i,4,-6
CCN(CC(=O)Nc1ccc(C(=O)Nc2ccc(OC)cc2)cc1)Cc1nc2ccccc2c(=O)[nH]1,1,-9,-1,0,0.6,4,0.7,i,-1,-4
COC(=O)c1ccc(NC(=O)C2CCCN2S(=O)(=O)c2ccc(OC)cc2)cc1 (stereo not drawn),-14,3,0,1,-0.6,3,.,-0.5,-8,-9
Cc1ccccc1-c1ccccc1N,1,1,2,5,0.2,1,-0.6,-8.3,-2,-2
Cc1ccc(CN2CCN(/N=C/c3ccc(C)s3)CC2)cc1,17,-7,-2,-3,0.4,-5,.,-0.4,12,.
COc1cc(CNCCc2ccccc2)cc(Cl)c1OCc1ccccc1,-3,16,-8,0,2.7,5,1.2,i,0,-10
O=C(NCc1n[nH]c(=S)n1-c1cccc(Cl)c1)c1ccc(S(=O)(=O)N2CCCCC2)cc1,0,-2,-8,-2,0.4,4,2.0,-0.1,-5,8

# Other structures:
SMILES,DUSP3 inh,Rv3671c protease,Anthrax LF inh2,SARS 3CLpro inh,PfHsp40 yeast,MazF activator,TcdB inh,BH1578 lux ind,Y pestis TopoI,PriA SSB inh
COc1cc(C2c3c(oc4ccccc4c3=O)C(=O)N2c2ccc(C)cn2)ccc1O (stereo not drawn),8,3,4,-7,0.5,9,1.3,i,16,-5
CCc1cc2ccccc2nc1SCC(=O)N1CCN(C(=O)c2ccco2)CC1,3,.,0,0,0.2,-2,.,0.3,41,1
CN(Cc1ccccc1)C(=O)COC(=O)C1CCN(S(=O)(=O)c2cccs2)CC1,-8,-2,-2,1,-0.6,-10,0.9,3.3,16,-20
CCOC(=O)c1cc2c(=O)n3cccc(C)c3nc2n(CCOC)c1=NC(C)=O,4,14,5,2,0.8,-24,0.3,1.2,-6,0
C[C@@H](NC(=O)c1nc[nH]c1C(=O)N[C@@H](Cc1ccccc1)C(=O)OCc1ccccc1)c1ccccc1,18,-30,-4,-1,-1.5,-2,-3.3,-11,0,0
CC(C)CCN(CCC(C)C)C(CO)(CO)CO,25,8,-5,-1,-2.4,6,0.2,0.6,0,-12
Cc1c(C(=O)N2CCCCC2)nn(-c2ccc(Cl)cc2)c(=O)c1C#N,29,-5,-6,5,0.0,-1,1.4,-0.3,8,1
CCN1CCN(CC(O)COc2ccc(C(C)=O)cc2)CC1 (stereo not drawn),5,2,4,-5,-0.3,2,-0.3,-0.1,1,-3
CCCCn1c(N)c(N(CCOC)C(=O)c2cc(-c3ccco3)nc3ccccc23)c(=O)[nH]c1=O,.,2,-5,.,-1.3,-6,1.6,i,1,5
COc1ccc(-c2cnnc(N/N=C/c3ccc(O)cc3)n2)cc1,28,0,3,-3,0.1,4,1.5,1.3,5,.
c1ccc(COc2cccc(CNCc3ccccn3)c2)cc1,22,-5,-3,-4,3.8,-1,0.5,-0.3,16,-7
CC(=O)Nc1nc(NCc2ccccc2Cl)n(-c2ccccc2)n1,21,4,-3,-4,1.1,6,1.8,0.6,-5,-4
Cc1ccc(NC(=O)O/N=C/c2c(C)nn(C(C)(C)C)c2C)cc1Cl,4,-7,.,-2,6.6,7,-0.5,-0.2,21,i
N#CC(C#N)=C(Nc1ccc(F)cc1)SCc1cccc(F)c1,-5,2,1,-5,-2.5,-4,.,-0.3,0,-8
CC(C)Cn1nc(NC(=O)c2ccco2)c2cc3ccccc3nc21,-3,-5,4,1,1.1,5,2.8,-0.4,2,-14
O=C(Nc1ccc2c(c1)OCO2)c1cnc(Cl)c(Cl)c1,.,.,-2,.,0.0,-7,0.5,-0.3,9,0
CN1CCc2nc(SCCOc3ccccc3)c(C#N)cc2C1,-1,3,-4,6,0.9,8,.,i,10,-9
CS(=O)(=O)NCC(c1cccnc1)N1CCN(c2ccccc2F)CC1 (stereo not drawn),29,-3,-1,1,0.3,3,-1.1,i,1,-9
CCCc1cc(=O)oc2cc(OCC(=O)Nc3cc(C)on3)ccc12,11,-1,2,0,-0.6,-6,.,i,0,-3
Cc1c(Cl)cccc1NC(=O)CC(Cc1ccccc1)C(=O)O (stereo not drawn),2,1,-3,1,0.4,-20,1.3,1.5,-1,4
COC(=O)c1ccc(CNC(=O)COC(=O)C23CC4CC(CC(C4)C2)C3)cc1,0,3,-2,1,1.3,-17,-2.4,i,15,-10
COCC(=O)Nc1ccc(S(=O)(=O)Nc2nccs2)cc1,24,-8,-14,-6,-0.3,3,-0.8,i,1,-3
CC1CCN(Cc2cc(=O)oc3ccc4ccccc4c23)CC1,21,-6,-2,3,0.6,-11,0.1,i,-8,-26
O=C(O)CC(c1ccccc1)N1C(=O)c2cccc([N+](=O)[O-])c2C1=O (stereo not drawn),-4,5,.,0,0.2,5,3.2,-0.5,6,-2
O=C(O)/C=C/c1ccc(S(=O)(=O)NCc2cccnc2)cc1,23,0,3,0,-0.7,7,-0.3,-0.1,1,-6

# Structures listed so far that have a nitro group on carbon (2):
SMILES,DUSP3 inh,Rv3671c protease,Anthrax LF inh2,SARS 3CLpro inh,PfHsp40 yeast,MazF activator,TcdB inh,BH1578 lux ind,Y pestis TopoI,PriA SSB inh
Cc1cc(N2CCN(C)CC2)nc2ccc(NC(=O)CCC(=O)N3CCN(c4ccc([N+](=O)[O-])cc4)CC3)cc12,12,-6,0,-5,0.2,29,2.0,-0.1,-2,-9
O=C(O)CC(c1ccccc1)N1C(=O)c2cccc([N+](=O)[O-])c2C1=O (stereo not drawn),-4,5,.,0,0.2,5,3.2,-0.5,6,-2

# An excerpt from above in order of SMILES length, highest first:
SMILES,DUSP3 inh,Rv3671c protease,Anthrax LF inh2,SARS 3CLpro inh,PfHsp40 yeast,MazF activator,TcdB inh,BH1578 lux ind,Y pestis TopoI,PriA SSB inh
CCc1cc2ccccc2nc1SCC(=O)N1CCN(C(=O)c2ccco2)CC1,3,.,0,0,0.2,-2,.,0.3,41,1
c1ccc(COc2cccc(CNCc3ccccn3)c2)cc1,22,-5,-3,-4,3.8,-1,0.5,-0.3,16,-7
CC(C)CCN(CCC(C)C)C(CO)(CO)CO,25,8,-5,-1,-2.4,6,0.2,0.6,0,-12

# Later entries.
SMILES,DUSP3 inh,Rv3671c protease,Anthrax LF inh2,SARS 3CLpro inh,PfHsp40 yeast,MazF activator,TcdB inh,BH1578 lux ind,Y pestis TopoI,PriA SSB inh
O=C(NCCc1ccc(Cl)cc1)C1CC(=O)N(C2CCCC2)C1 (stereo not drawn),-6,1,-3,-4,1.8,2,-0.2,i,5,-5
O=c1[nH]nc(Sc2ncnc3sccc23)n1CCc1ccccc1,34,0,1,-3,1.0,-3,.,-0.6,-6,4
COc1ccc2nc(NC(=O)CSc3n[nH]c(N)n3)sc2c1,.,-2,3,.,1.5,-1,0.6,-10,-3,-9
CC(C)C(=O)Nc1nnc(SCC(=O)NCC2CCCO2)s1 (stereo not drawn),26,3,-4,4,0.3,0,0.4,-0.3,2,0
CCN(CC(=O)NCc1cccs1)C(=O)CCC(=O)c1ccc(F)cc1,.,12,0,.,0.1,-1,0.8,i,2,-8
Cc1ccccc1N1CCN(S(=O)(=O)c2nnc(NC(=O)CC(C)C)s2)CC1,21,-1,-6,-3,-1.2,-2,1.2,-0.2,18,-3
CC(C)C(NC(=O)c1ccccc1F)C(=O)NCCc1ccccn1 (stereo not drawn),-9,2,-2,-6,0.4,11,0.0,0.7,-10,-17
O=C(NCCc1ccccc1)C1=CCN(S(=O)(=O)c2ccccc2)CC1,2,-11,-4,2,-0.9,2,2.3,i,-7,-9
CCOC(=O)c1ccccc1OC(=O)CS(=O)c1ccccc1[N+](=O)[O-] (stereo not drawn),35,9,-2,1,-0.6,4,0.8,1.1,-7,1
O=C1C=C(c2ccc3[nH]ccc3c2)C[C@@H](c2ccc(F)cc2)C1,.,-8,-3,.,8.1,-2,0.2,-0.7,16,9
CSc1ccc(CCNC(=O)c2ccc(CS(=O)Cc3ccc(Cl)cc3)o2)cc1 (stereo not drawn),23,-15,2,1,-0.4,8,0.7,-1.8,29,-5
O=C(O)c1ccc(NC(=O)c2cn(-c3ccccc3)nc2-c2ccccc2)cc1,12,-10,-1,2,0.2,-2,1.4,-0.3,-1,-2
COC(CNC(=O)c1cc(-c2ccncc2)nc2ccc(S(=O)(=O)N3CCOCC3)cc12)OC,-3,-6,-1,-2,0.9,8,1.8,-0.1,2,-8
COc1ccc(NC(=O)Nc2nc3ccccc3s2)cc1,24,5,0,2,1.2,4,0.5,i,4,2
CC1=C(C(=O)N(C)C)CC(CC(=O)NCCc2ccccn2)C(=O)N1Cc1ccccc1 (stereo not drawn),.,.,0,.,.,0,-1.4,-0.4,-5,.
COc1ccc(/C=N/NC(=O)c2c(C)nnn2-c2nonc2N)cc1OC,9,-1,-4,-1,1.3,21,0.3,-0.5,0,.
O=C(COC(=O)C1CC1)Nc1ccc(S(=O)(=O)N2CCOCC2)cc1,.,9,-2,.,0.2,2,2.9,0.8,-7,-11
Fc1ccc(Br)cc1C1C=C(c2ccc(Br)s2)Nc2ncnn21 (stereo not drawn),-15,-6,-7,0,-0.2,-96,.,5.6,-5,-11

# These rows are one share of the data; count on the stated rates, not on these rows.
